# Screening data deposited in PubChem by Sanford-Burnham Center for Chemical Genomics.
# SENP8 block-1 = blocks human SENP8 cleavage of Nedd8 substrate | Q96LD8 | recombinant SENP8, Nedd8 substrate fluorescence | inhibition, % at 20 µM | 360,000 compounds, 0.64% hits | AID 602440; in the data active means inhibition mostly above about 40%, no sharp cut-off; inactive means mostly below about 27%
# Target sequence (Q96LD8 whole entry, looked up): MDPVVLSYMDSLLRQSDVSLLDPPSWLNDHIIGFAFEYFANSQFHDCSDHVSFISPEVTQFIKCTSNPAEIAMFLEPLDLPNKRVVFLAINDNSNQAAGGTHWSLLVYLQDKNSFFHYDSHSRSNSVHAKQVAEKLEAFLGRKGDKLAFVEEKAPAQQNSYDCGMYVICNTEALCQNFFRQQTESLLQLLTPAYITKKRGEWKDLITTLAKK
# UBC13 polyUb = human UBC13 polyubiquitination inhibition. 330,000 compounds, 0.47% hits. UBC13 polyubiquitin chain formation, TR-FRET. inhibition, % at 20 µM. AID 485273. P61088; in the data active means inhibition above about 45%, passing the limit was not always enough
# SENP1 FRET inh = SENP1 (human) catalytic domain inhibition | inhibition, % at 10 µM | 360,000 compounds, 0.21% hits | Q9P0U3 | AID 624204 | recombinant SENP1 catalytic domain, CyPet-SUMO1-YPet FRET cleavage;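 active means inhibition at least 30% at 10 µM, raw YFP signal under a set limit, fluorescence ratio 0.5 to 1.5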;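 further: 0% = enzyme with DMSO and 100% = no enzyme wells; some results filed as inactive read as strong as hits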
#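 Assay system – human recombinant His6-tagged SENP1 catalytic domain enzyme · Input – SENP1 enzyme, 20 pM final · Buffer or medium – Tris pH 8 buffer plus EDTA, NaCl, BME, BSA, NP40, catalase · Schedule – 50 min reaction at room temperature · Technique – FRET read of cyan and yellow fluorescence · Control set – no-enzyme wells low, DMSO-plus-enzyme wells high control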
# SENP8 block-2 = blocks the human protease SENP8; purified SENP8, Z-RLRGG-aminoluciferin cleavage, luminescence; inhibition, % at 10 µM; 330,000 compounds, 1.2% hits; AID 2540; in the data active means inhibition above about 50%
# beta cell repl = MIN6 beta-cell proliferation induction; 330,000 compounds, 0.29% hits; proliferation, % at 10 µM; MIN6 cells proliferation, ATPlite luminescence, 48 h; cells starved in 0.2% serum; 100% = growth in 10% serum;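 active means compounds whose signal lies at least 3.5 SD above the mean of all wells on their plate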;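 further: 0% = DMSO-treated cells in low-serum medium and 100% = 10% serum control; some compounds called inactive have numbers as strong as hits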
# PfG6PD inh = PfG6PD (Plasmodium falciparum) enzyme inhibition. PfGluPho enzyme, NADPH resazurin-diaphorase fluorescence. inhibition, % at 20 µM. 350,000 compounds, 0.78% hits. AID 504690;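 active means inhibition reaching at least a set limit at 20 µM in the primary screen, cut at about 59% in these data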;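 further: 0% = DMSO wells with substrate and 100% = DMSO wells lacking glucose-6-phosphate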
# SENP6 block = blocks the human protease SENP6 | Recombinant SENP6 catalytic domain, aminoluciferin luminescence | inhibition, % at 10 µM | 330,000 compounds, 1.8% hits | AID 2599;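 active means inhibition above about 50% at the single tested dose, limit read from the data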;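 further: plate controls were DMSO wells with enzyme for no effect and DMSO wells lacking enzyme for full effect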
# HKDC1 inhibitor = HKDC1 (human) hexokinase inhibition; 340,000 compounds, 0.16% hits; recombinant HKDC1, G6PDH/diaphorase resazurin coupled fluorescence; inhibition, % at 20 µM; Q2TB90;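 active means inhibition above about 35% when tested at 20 µM, limit read from the data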;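 further: plate controls were DMSO wells with enzyme for no effect and DMSO wells lacking enzyme for full effect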
# Target sequence (Q2TB90 whole entry, looked up): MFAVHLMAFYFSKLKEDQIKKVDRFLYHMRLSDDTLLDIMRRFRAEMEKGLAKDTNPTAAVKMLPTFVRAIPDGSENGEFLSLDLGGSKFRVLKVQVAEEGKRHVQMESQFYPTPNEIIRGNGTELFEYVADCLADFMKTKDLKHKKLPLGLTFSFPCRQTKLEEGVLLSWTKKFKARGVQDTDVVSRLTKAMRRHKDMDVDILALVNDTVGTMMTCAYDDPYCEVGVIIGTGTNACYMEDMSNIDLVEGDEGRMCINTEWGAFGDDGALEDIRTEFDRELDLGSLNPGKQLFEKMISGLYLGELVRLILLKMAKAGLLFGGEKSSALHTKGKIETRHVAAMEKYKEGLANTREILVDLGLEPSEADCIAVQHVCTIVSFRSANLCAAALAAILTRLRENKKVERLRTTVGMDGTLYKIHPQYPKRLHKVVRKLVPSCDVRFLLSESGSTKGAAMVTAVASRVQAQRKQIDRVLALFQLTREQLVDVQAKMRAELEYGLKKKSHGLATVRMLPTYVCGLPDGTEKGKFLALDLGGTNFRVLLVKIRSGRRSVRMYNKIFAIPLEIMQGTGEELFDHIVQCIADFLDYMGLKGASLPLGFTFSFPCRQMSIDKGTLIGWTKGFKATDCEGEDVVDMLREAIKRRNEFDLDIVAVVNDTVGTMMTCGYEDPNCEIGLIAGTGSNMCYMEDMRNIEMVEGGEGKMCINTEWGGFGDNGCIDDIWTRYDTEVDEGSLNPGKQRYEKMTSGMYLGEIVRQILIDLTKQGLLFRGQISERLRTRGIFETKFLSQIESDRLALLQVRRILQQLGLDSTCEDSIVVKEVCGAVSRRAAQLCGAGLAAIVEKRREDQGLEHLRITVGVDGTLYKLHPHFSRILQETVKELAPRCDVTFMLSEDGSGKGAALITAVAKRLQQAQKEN
#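 test system = in-house recombinant HK5 (HKDC1) enzyme | amount = HKDC1 at 5 µg/mL | control set = DMSO-enzyme wells negative, buffer-substituted wells positive | compound = one dose of 20 µM, 1% DMSO | schedule = reaction time 90 min, room temperature, protected from light | technique = resorufin fluorescence at 613 nm | reagent = glucose with 1 mM ATP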
# SENP7 block = SENP7 protease inhibition; AID 434973; recombinant SENP7, Z-RLRGG-aminoluciferin luminescence, 40 min; inhibition, % at 5 µM; 330,000 compounds, 1.5% hits; Q9BQF6;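 active means inhibition above about 50% at the single test dose, limit read from the data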;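 further: plate controls were DMSO with enzyme for no effect and no enzyme buffer wells for full effect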
# * hit, by the source's call; . = not tested or not shown.
SMILES,SENP8 block-1,UBC13 polyUb,SENP1 FRET inh,SENP8 block-2,beta cell repl,PfG6PD inh,SENP6 block,HKDC1 inhibitor,SENP7 block
O=C(OCc1ccc(-c2ccccc2)cc1)c1cccc(O)c1,-14,3,1,-11,-7,11,2,0,8
COc1ccc(/C=C2/SC(=S)N(n3c(C)ccc3C)C2=O)cc1,31,-9,-4,4,-3,16,1,5,-8
Cc1ccc(C)c(NC(=O)CSc2nccn2Cc2ccco2)c1,-5,1,1,-12,-2,17,-3,-2,-2
CCOc1cc(NC(=S)NCC2CCCO2)c(OCC)cc1NC(=O)c1ccccc1C (stereo not drawn),3,2,-1,2,-2,-1,1,5,5
Cc1nn(C)c(C(=O)NCc2ccc(Cl)cc2)c1Cl,14,16,1,4,0,13,0,-11,4
Cc1nn(C)cc1C(C(=O)NC1CCCCC1)N(Cc1ccccc1Cl)C(=O)c1cnccn1 (stereo not drawn),6,-4,2,-7,0,3,-17,-17,-4
Cc1oc(-c2ccccc2)nc1C(=O)OCC(=O)NCc1ccc(Cl)cc1,-10,-3,-5,-18,-1,-12,-23,1,-11
COc1ccc(C(=O)C2CCCN(Cc3cccn3-c3nccs3)C2)cc1OC (stereo not drawn),2,4,1,5,-4,-10,8,-9,2
Cc1cc2c(SCC(=O)NC3CCCCC3)ncnc2s1,1,11,-1,-1,0,-2,0,-2,7
COc1ccc(C(=O)N2CCN(Cc3ccccn3)CC2)cc1,14,1,2,8,-1,-7,11,-4,9
Cc1cc(C(=O)Nc2ccc(F)cc2F)on1,4,-1,1,-6,-1,-10,19,5,-5
CC(C)N(Cc1ccccc1)C(=O)CN1C(=O)COc2ccc(S(=O)(=O)NC3CCCC3)cc21,1,-2,-1,-9,-1,0,2,7,-6
CCC1CCCCN1C(=O)CSc1nc(N)cc(N)n1 (stereo not drawn),-4,8,-5,-2,1,-13,5,-9,6
O=C(Nc1ccccc1C(=O)N1CCOCC1)C1CC(=O)N(C2CCCC2)C1 (stereo not drawn),15,7,1,5,-3,-5,-2,-7,3
CC(=O)c1cc2c(cc1NS(=O)(=O)c1cccc(C(=O)O)c1)OCO2,11,6,-3,-3,1,-27,-21,-4,7
O=C(NNC(=O)c1cccnc1)Nc1cccc2ccccc12,-258,8,0,-6,-1,-2,-8,9,0
Nc1nc(C(c2ccccc2)c2ccccc2)cs1,7,4,-1,1,0,-3,-7,2,-2
COc1ccc(C(=O)Nc2ccccc2C(=O)Nc2ccccc2C(=O)O)cc1,-15,8,-9,-16,-4,-1,23,-1,-12
Cc1ccc2[nH]c(O)c(N=Nc3ccccc3[N+](=O)[O-])c2c1,23,.,2,.,.,6,.,-2,.
CCCCCN1CC(=O)N2Cc3[nH]c4ccccc4c3C[C@H]2C1=O,0,2,-19,5,-1,-6,11,0,-3
COc1ccc(CNC(=O)CN(Cc2ccc(Cl)cc2)C(=O)c2csnn2)cc1,13,5,0,7,1,10,-6,-5,1
COc1ccc(CCN2C(=O)N[C@@H](CCC(=O)O)C2=O)cc1,16,2,0,1,-4,-2,-3,-2,4
CNC(=O)c1cc2cc(OC)ccc2n1CCN(Cc1ccccc1)Cc1ccccc1,-187,18,2,-1,-3,5,-11,1,3
O=c1c(-c2ccc(O)cc2)coc2cc(OC3OC(CO)C(O)C(O)C3O)ccc12 (stereo not drawn),15,-8,-2,-21,-4,-4,-23,-5,-9
Cc1cc(C)cc(NC(=O)CN2CCC(NC(=O)Cc3ccccc3)CC2)c1,3,-1,0,-5,-1,-20,4,11,3
CCc1ccc(NC(=O)N(CCN2CCOCC2)C2CCN(C(C)=O)CC2)cc1,-5,-3,-1,-1,-1,-13,-1,-7,0
CCOc1cccc(-c2nnc(SCC(=O)Nc3ccc(OC)c(OC)c3)n2N)c1,19,-4,3,0,-3,-3,-2,-1,15
Cc1cc(/N=C/N(C)C)on1,12,9,-2,6,-1,1,-2,-9,7
CN(C)C(/C=C/Nc1ccc(F)cc1F)=C(C#N)C#N,-20,3,-8,-6,-1,-5,-8,-2,2
FC(F)(F)c1cc(Oc2ccccc2)ncc1-c1nnc(-c2ccccc2Cl)o1,-127,1,0,1,-6,20,-4,1,-10
C[C@H](NC(=O)c1ccc(C(C)(C)C)cc1)C(=O)N1CCN(C/C=C/c2ccccc2)CC1,11,6,-2,-9,-6,19,-2,5,-6
COCCOC(=O)C1=C(C)N=c2s/c(=C\c3cccs3)c(=O)n2C1c1cccs1 (stereo not drawn),24,-6,17,-13,-3,-9,-29,-1,5
Cc1c(C(=O)N2CCN(c3ccccn3)CC2)sc2ncnc(N3CCOCC3)c12,0,3,-20,4,0,-18,-2,3,2
CCOC(=O)c1ccc(NC(=S)Nc2ccccn2)cc1,31,-6,2,-7,0,-3,-17,0,-14
Cc1c(C)c2cc(Cl)c(OCC(=O)NC3CC(C)(C)NC(C)(C)C3)cc2oc1=O,-240,7,-3,2,3,-3,1,-6,7
CN(CC(=O)N(C)CC(=O)Nc1c(Cl)cccc1Cl)Cc1ccccc1F,1,-7,0,-10,3,8,0,-3,2
COC/C=C/C1=CC2=CC(=O)C(C)(OC(=O)c3cnc4ccccc4n3)C(=O)C2=CN1C1CCCC1 (stereo not drawn),.,-61,.,5,-1,.,27,.,0
Cc1ccc(CS(=O)(=O)c2nc3c(c(N(C)C)n2)CCCC3)cc1,-1,-2,-1,-9,3,25,-10,-10,-9
COc1ccc(C2c3ccc4ccccc4c3Oc3ncn(CCO)c(=N)c32)cc1 (stereo not drawn),-1,28,-8,-3,-5,12,13,2,0
COc1ccc(N2CCN(C(C)C(=O)N3CC(C)OC(C)C3)CC2)cc1 (stereo not drawn),28,14,3,-7,-3,-3,-3,1,7
CC(OC(=O)c1ccc([N+](=O)[O-])s1)C(=O)Nc1ncc(Cl)cc1Cl (stereo not drawn),19,12,1,62*,-1,20,60*,16,25
COCCCNc1nc2c(c(=O)n(Cc3ccc(OC)cc3)c(=O)n2C)n1C,3,0,0,-2,3,-8,-19,-3,-1
CCc1nnc(NC(=O)CSc2ncc(-c3ccccc3)n2C)s1,8,3,1,-3,1,-12,-7,-1,9
CC(=O)c1ccc(OCC(=O)N(CCC2=CCCCC2)c2c(N)n(Cc3ccccc3)c(=O)[nH]c2=O)cc1,-39,-5,-19,-5,-5,-4,-7,0,-9
O=C(CSc1nnc(CNc2ccc(F)cc2)n1Cc1ccccc1)NCc1ccco1,25,14,3,0,-2,8,-6,-1,6
Brc1ccc(-c2nc(N/N=C/c3cccnc3)c3ccccc3n2)cc1,-105,11,-11,85*,-5,19,90*,-2,90*
COc1ccc(C2/C(=C(/O)c3ccc4c(c3)CC(C)O4)C(=O)C(=O)N2CCCn2ccnc2)cc1 (stereo not drawn),-13,-41,1,-1,-2,-6,21,-3,6
CC(=O)Nc1ccc(NS(=O)(=O)c2ccc3c(c2)n(C)c(=O)n3C)cc1,24,3,1,10,-2,-15,0,6,3
O=C(Cn1c(CC(=O)N2CCCC2)nc2ccccc21)NCc1ccccc1,0,20,-21,-1,-4,-1,9,-10,0
CS(=O)(=O)c1ccc(C(=O)OCC(=O)NNC(=O)COc2ccc(Cl)cc2)cc1,12,1,0,-7,2,-9,-7,3,-4
Cc1ccc(C(=O)Nc2nc(-c3ccc([N+](=O)[O-])cc3)cs2)o1,20,-4,-4,2,0,5,2,-6,4
Cc1cccc2[nH]c3c(N4CC=C(c5ccc(F)cc5)CC4)ncnc3c12,-399,-2,-39,2,-4,22,2,0,0
COc1ccc(OC)c(NC(=O)CNC(=O)Cn2cnc3sc(C)cc3c2=O)c1,6,-3,2,-3,-2,-7,-11,3,-7
Clc1cccc(Cl)c1CO/N=C/c1c(-c2ccccc2)nc2n1CCS2,-119,7,-1,5,-6,-8,-8,0,4
CC(c1ccccc1F)n1cc(C(=O)NCCc2ccco2)nn1 (stereo not drawn),19,3,-2,-2,0,8,-13,-3,5
CCOC(=O)c1csc(NC(=O)CSc2nnnn2-c2ccc(OC)cc2)n1,5,-2,3,1,-1,-18,1,-4,6
CCCCc1ccc(NC(=O)CSc2nc3ncccc3[nH]2)cc1,2,6,0,-6,-8,-16,-12,-1,-4
Cc1ccc(C(C)n2cc(C(=O)NCc3ccccn3)nn2)cc1 (stereo not drawn),14,1,2,0,1,-14,-5,-4,-7
Nc1cc(=O)[nH]c(SCC(=O)Nc2cc(S(=O)(=O)N3CCCCC3)ccc2Cl)n1,12,-12,-5,-5,-1,-16,8,-4,1
COc1ccc(C(=O)c2ccc(N(C)C)cc2)c(OC)c1,-81,21,-4,-6,-3,1,11,-12,-4

# Three entries from above, with tabs.
compound	SENP8 block-1	UBC13 polyUb	SENP1 FRET inh	SENP8 block-2	beta cell repl	PfG6PD inh	SENP6 block	HKDC1 inhibitor	SENP7 block
CCCCc1ccc(NC(=O)CSc2nc3ncccc3[nH]2)cc1	2	6	0	-6	-8	-16	-12	-1	-4
Cc1ccc(C(C)n2cc(C(=O)NCc3ccccn3)nn2)cc1 (stereo not drawn)	14	1	2	0	1	-14	-5	-4	-7
Nc1cc(=O)[nH]c(SCC(=O)Nc2cc(S(=O)(=O)N3CCCCC3)ccc2Cl)n1	12	-12	-5	-5	-1	-16	8	-4	1

# One compound at a time, from the list above:
# CCCCCN1CC(=O)N2Cc3[nH]c4ccccc4c3C[C@H]2C1=O is listed with SENP8 block-1 = 0; UBC13 polyUb = 2; SENP1 FRET inh = -19; SENP8 block-2 = 5; beta cell repl = -1; PfG6PD inh = -6; SENP6 block = 11; HKDC1 inhibitor = 0; SENP7 block = -3
# COc1ccc(OC)c(NC(=O)CNC(=O)Cn2cnc3sc(C)cc3c2=O)c1 is listed with SENP8 block-1 = 6; UBC13 polyUb = -3; SENP1 FRET inh = 2; SENP8 block-2 = -3; beta cell repl = -2; PfG6PD inh = -7; SENP6 block = -11; HKDC1 inhibitor = 3; SENP7 block = -7

# (more compounds)
SMILES,SENP8 block-1,UBC13 polyUb,SENP1 FRET inh,SENP8 block-2,beta cell repl,PfG6PD inh,SENP6 block,HKDC1 inhibitor,SENP7 block
COc1cccc(N2CCN(C(=O)CCC(=O)N3CCOc4ccc(C)cc43)CC2)c1,12,6,0,-5,1,-2,-22,-1,1
CC1CCCN(C(=O)Cn2c(=O)oc3cc(S(=O)(=O)N4CCCCC4)ccc32)C1 (stereo not drawn),7,4,-1,1,7,7,-12,-6,-4
O=C(CCc1nc2ccccc2c(=O)[nH]1)Nc1nnc(SCc2ccccc2F)s1,-50,-28,-23,-3,-8,14,-3,12,-8
CC(=O)Nc1ccc(S(=O)(=O)N2CCSC2C(=O)O)cc1 (stereo not drawn),3,4,0,-2,-3,4,0,-3,2
CCC(=O)N(C1=C(NC(C)C)C(=O)c2ccccc2C1=O)C(C)C,24,-36,-3,7,0,18,44,14,12
CCCOc1cccc(C(=O)Nc2ccc3c(c2)OCCO3)c1,24,-3,-1,53*,-2,1,77*,-1,66*
Cc1cccn2c(=O)c(C=Nc3ccccc3)c(NCc3ccco3)nc12,-272,4,-41,0,4,2,1,8,8
CC(C)COC(=O)c1cc(=O)[nH]c2ccccc12,-71,11,4,8,-2,-1,0,2,-2
CC1=Nn2c(nnc2-c2ccco2)SC1,12,6,0,-4,0,1,2,0,10
CC12CCC(C(=O)Nc3ccncc3)(CC1O)C2(C)C (stereo not drawn),28,3,3,-8,-3,2,5,-6,15
O=C(OCC(=O)N1CCOCC1)c1ccc2ccccc2c1,-24,-1,2,8,-1,-1,-18,-8,4
